Compound activity: PubChem, The Scripps Research Institute Molecular Screening Center
MsrA inh: inhibitors of bovine MsrA; purified bovine MsrA, absorbance read-out; inhibition, % at 15.5 µM; 0.75% of 360,000 active; AID 651718; in the data active means inhibition above about 4.5%;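 further: 0% = vehicle wells with enzyme and 100% = reference inhibitor wells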
* = called active by the depositor. Only part of the results is shown, so the mix of outcomes need not match the whole.

MsrA inh,molecule
0.4,COc1cccc(CNC(=O)[C@H]2CCCN2C(=O)[C@H]2CCCN2C(=O)c2cccc(Cl)c2)c1
1.7,Brc1ccccc1CN1CCN(Cc2c[nH]c3ccccc23)CC1
-0.5,CCOC(=O)c1cnc(SCc2nc(N)nc(Nc3ccccc3OC)n2)nc1N
-1.4,C[C@H](O)[C@@H]1C(=O)N2CCc3c([nH]c4c(-c5ccccc5)cccc34)[C@@H]2C[C@@H]1N(C)C(=S)NCCc1ccccc1
0.8,CC(=NNc1ccc2ccccc2n1)c1ccccn1
-0.1,Cc1noc(C)c1S(=O)(=O)N(C)C[C@@H]1OCc2cnnn2CCCC(=O)N([C@@H](C)CO)C[C@@H]1C
-0.4,COC(=O)c1cc2c(c3c4cc(OC)ccc4n(S(=O)(=O)c4ccc(C)cc4)c13)C(=O)N(C)C2
-0.9,O=C1c2ccc(-c3nc4ccccc4o3)cc2C(=O)N1Cc1cccnc1
-0.3,NC(=O)C1CCN(c2nc(-c3ccc4c(c3)OCCO4)cs2)CC1
0.4,CC(C)NC(=O)N(C)C[C@H]1OCc2cn(nn2)CCCC(=O)N([C@H](C)CO)C[C@@H]1C
-0.4,COC(=O)C1=C(C)N(Cc2ccccc2C(F)(F)F)C(=NCc2ccc3c(c2)OCO3)NC1c1cccc(Cl)c1 (configuration not stated)
0.8,O=C1[C@@H]2[C@H](C(=O)N1C[C@@H](COCc1ccccc1)Oc1cccc3c1S(=O)(=O)N(CCc1ccc(F)cc1)C[C@H](COCc1ccccc1)O3)[C@@H]1C=C[C@H]2C1
1.0,COc1ccc(-c2nc3ccc(C)cn3c2Cc2ccccc2C(F)(F)F)cc1OC
0.5,COc1cc(-c2nnc(NC(=O)c3ccc(S(=O)(=O)N4CCOCC4)cc3)o2)cc(OC)c1OC
1.4,O=[N+]([O-])c1cc([N+](=O)[O-])c2cccnc2c1O
-0.5,C=C1C(=O)O[C@@H]2C[C@@H](C)[C@@H]3C=CC(=O)[C@@]3(C)[C@@H](OC(C)=O)[C@H]12
-0.5,S=C1NCCN1c1ccc(Cl)cc1
0.0,CC1(C)Cc2c(sc3c2c(N)nc(=S)n3Cc2ccccc2)CO1
-0.8,OCCNc1nc(Nc2ccc(Br)cc2)nc2ccccc12
0.1,Cc1cc(Br)cn2c(Cc3ccccc3C(F)(F)F)c(-c3ccc(F)cc3)nc12
-1.0,Cc1ccccc1C(=O)N(C)[C@H]1C[C@H]2c3[nH]c4c(-c5ccc6c(c5)OCO6)cccc4c3CCN2C(=O)[C@H]1[C@H](C)O
-0.2,CCN(CC)CCCNC(=S)N(Cc1ccco1)Cc1cc2cc3c(cc2[nH]c1=O)OCCO3
-0.7,Cc1ccc2nc(NC(=O)c3cccc(-c4cc5ccccc5oc4=O)c3)sc2c1
-0.3,C[C@H]1[C@@H](c2ccccc2)Oc2ccc(Cl)cc2S(=O)(=O)N1Cc1cccc(Cl)c1
1.4,O=C1c2ccccc2/C(=C\c2ccc(O[C@@H]3CCCCO3)cc2)N1c1ccccc1

Overlap with the part before: 5 entries; new compounds follow.
MsrA inh,molecule
-1.0,Cc1ccccc1C(=O)N(C)[C@H]1C[C@H]2c3[nH]c4c(-c5ccc6c(c5)OCO6)cccc4c3CCN2C(=O)[C@H]1[C@H](C)O
-0.2,CCN(CC)CCCNC(=S)N(Cc1ccco1)Cc1cc2cc3c(cc2[nH]c1=O)OCCO3
-0.7,Cc1ccc2nc(NC(=O)c3cccc(-c4cc5ccccc5oc4=O)c3)sc2c1
-0.3,C[C@H]1[C@@H](c2ccccc2)Oc2ccc(Cl)cc2S(=O)(=O)N1Cc1cccc(Cl)c1
1.4,O=C1c2ccccc2/C(=C\c2ccc(O[C@@H]3CCCCO3)cc2)N1c1ccccc1
-0.1,Nc1ncnc2c1ncn2[C@@H]1O[C@H](C(=O)N[C@@H](CCc2ccccc2)C(=O)NCC(=O)N2CCOCC2)[C@@H](O)[C@H]1O
-0.8,COC(=O)C1=C(C)N(Cc2ccccc2C(F)(F)F)C(=NCc2ccc3c(c2)OCO3)NC1c1ccc(Cl)cc1 (configuration not stated)
-0.1,COC(=O)[C@@]1(Cc2ccc(OC)cc2)[C@@H]2C(=CC(=O)[C@H]2CC(=O)C(=O)N(C)C)CN1C(=O)c1ccccc1
0.6,Cc1cc(Nc2cccc([N+](=O)[O-])c2)cc(=O)n1-c1cccc([N+](=O)[O-])c1
-1.3,C[C@@H]1CN([C@@H](C)CO)C(=O)CCCn2cc(nn2)CO[C@H]1CN(C)C(=O)Nc1ccc(C(C)(C)C)cc1
0.9,C#CCN1CC(COc2ccccc2)Oc2cccc(Oc3ccc(SC)c(C)c3)c2S1(=O)=O (configuration not stated)
0.3,NNC(=O)c1ccc(NS(=O)(=O)c2ccc(Br)cc2)cc1
-0.8,Cc1ccc(CN2CC=CS2(=O)=O)cc1
1.7,O=C(O)Cn1cc(/C=C2/SC(=O)N(CC(=O)N3CCCCCC3)C2=O)c2ccccc21
0.1,Cn1ncc2c(NCc3cccc(C(F)(F)F)c3)c(C(=O)O)cnc21
0.2,COCc1cc(N2CCNC[C@H]2C)ccc1N1CCN(Cc2ccccc2)[C@@H](C)C1
-0.3,COc1ccc(C(=O)CC2(O)C(=O)N(CN3CCOCC3)c3ccc(Br)cc32)cc1 (configuration not stated)
0.1,COC(=O)CCN1CCSCCS1(=O)=O
-0.1,CC(C)(C)C1=CC(CC(N)=O)(C(C)(C)C)OC1=O (configuration not stated)
-0.2,O=C(NCc1ccccc1)[C@H]1CCCN1C(=O)[C@@H]1CCCN1C(=O)c1ccc(Cl)cc1Cl
0.9,C[C@@H]1CN([C@@H](C)CO)C(=O)CCCn2cc(nn2)CO[C@H]1CN(C)C(=O)Nc1cccc(C(F)(F)F)c1
0.8,Cc1cc(Nc2cccc(C(F)(F)F)c2)cc(=O)n1-c1cccc(C(F)(F)F)c1
-0.6,CN(C)CCCN1CC(=O)N2CCc3ccc(Br)cc3C2CC1=O (configuration not stated)
0.7,COc1ccc(C(C)c2cc3c(cc2OCC(=O)O)OCO3)cc1 (configuration not stated)
0.1,O=C(NCc1ccccc1)[C@H]1CCCN1
0.6,COC(=O)c1cc2c(c3c4ccccc4n(S(=O)(=O)c4ccc(OC)cc4)c13)C(=O)N(Cc1ccco1)C2
2.4,Cc1cc2c(c(=O)o1)[C@@]1(C(=O)N(C)c3ccc([N+](=O)[O-])cc31)C1=C(CCCC1=O)O2
0.0,COc1ccc(-c2cccc3[nH]c4c(c23)CCN2C(=O)[C@H]3[C@H](C)ON(C)[C@H]3C[C@@H]42)cc1
-1.2,O=S(=O)(/N=C(/Nc1ccc(F)cc1F)c1ccccc1)c1ccc(Br)cc1
-0.5,COc1ccc(CN2[C@@H](CC(=O)O)c3ccc(C(F)(F)F)cc3S2(=O)=O)cc1

Ordered by number of heavy atoms (ascending): 3 of the compounds above.
MsrA inh,molecule
0.1,COC(=O)CCN1CCSCCS1(=O)=O
0.2,COCc1cc(N2CCNC[C@H]2C)ccc1N1CCN(Cc2ccccc2)[C@@H](C)C1
0.6,COC(=O)c1cc2c(c3c4ccccc4n(S(=O)(=O)c4ccc(OC)cc4)c13)C(=O)N(Cc1ccco1)C2

Further compounds
MsrA inh,molecule
0.3,CC1(C)O[C@@H]2[C@H](O1)[C@@H](O)C[C@H]2n1cnc2c(Cl)ncnc21
1.3,NC(=O)c1ncn([C@@H]2O[C@H](C(=O)N3CCN(CC(=O)Nc4ccccn4)CC3)[C@@H](O)[C@H]2O)n1
0.4,NC(=O)c1c(N)[nH]c(C(=O)c2ccccc2)c1-c1ccc2ccccc2c1
-0.6,Cn1c(Cc2ccc3c(c2)OCO3)nnc1SCC(=O)NC1CCCC1
1.5,COc1ccc(CC(=O)NCC2CCN(C(=O)C(=O)c3cc4ccccc4o3)CC2)cc1
-0.4,CN1N=C(C(C)(C)C)CC1=O
0.0,COC(=O)C1=C(C)N(C)C(=NCc2ccc3c(c2)OCO3)NC1c1ccc(C(F)(F)F)cc1 (configuration not stated)
1.2,c1ccc(COCc2ccccc2)cc1
0.2,O=C(Nc1ccc(NC(=O)c2ccncc2)cc1)c1ccncc1
0.1,COc1ccc(CNS(=O)(=O)c2ccccc2Br)c(OC)c1
1.3,Cc1cc(NC(=O)CCc2c[nH]c3ccccc23)ccc1Nc1cccnc1
0.9,O=C(CC1CCCC1)N[C@@H](Cc1cccnc1)C(=O)N1CCC[C@H]1C(=O)NCCc1ccccc1Cl
-0.2,CCOC(=O)C1=CCN(S(=O)(=O)c2ccccc2Br)C1c1ccc(Cl)cc1 (configuration not stated)
1.1,COc1ccc(-c2cc(C(F)F)n3ncc(C(=O)Nc4cnn(Cc5ccccc5)c4)c3n2)cc1
0.2,COc1ccccc1CCn1cnc(-c2cccc(F)c2)c1C(C)C
-1.8,CCN=C1NC(c2ccccc2)C(C(=O)OC)=C(C)N1Cc1ccc(C(F)(F)F)cc1 (configuration not stated)
2.8,CN(C)S(=O)(=O)c1ccc(NC(=S)NC(=O)c2ccc(Br)o2)cc1
-0.5,COc1ccc(C2CC(=O)C(c3ccc(Cl)cc3)=CN2Cc2ccccc2)cc1 (configuration not stated)
0.9,CN(C)c1cccc2c(S(=O)(=O)NCC3CCN(C(=O)C(=O)c4cccs4)CC3)cccc12
-0.8,C=CCCC1CN(Cc2ccc(OC)cc2)S(=O)(=O)c2c(F)cccc2O1 (configuration not stated)
-0.9,COC(=O)[C@]12C[C@H](CC(=O)N3CCSCC3)C(=O)N(CCC3=CCCCC3)C1=C[C@H](C(C)(C)C)O[C@@H]2C
-0.4,COc1ccc2cc(C(=O)CS(=O)(=O)c3ccc(Cl)cc3)c(=O)oc2c1
-0.7,COc1cccc(C(=O)N[C@H](C(=O)N2CCC[C@H]2C(=O)NC2CCCC2)c2ccccc2)c1
-0.9,CC(=O)Nc1ccc(OC(=O)c2cc3cc(Br)cc(Br)c3oc2=O)cc1
-0.3,O=C(NC1CCCC1)[C@@H]1CCCN1C(=O)[C@H](Cc1cccnc1)NC(=O)N1CCOCC1

An excerpt of these results, as labelled records.
C[C@H]1[C@@H](c2ccccc2)Oc2ccc(Cl)cc2S(=O)(=O)N1Cc1cccc(Cl)c1
  MsrA inh: -0.3
COc1ccc2cc(C(=O)CS(=O)(=O)c3ccc(Cl)cc3)c(=O)oc2c1
  MsrA inh: -0.4
COc1ccc(-c2nc3ccc(C)cn3c2Cc2ccccc2C(F)(F)F)cc1OC
  MsrA inh: 1.0
O=C(O)Cn1cc(/C=C2/SC(=O)N(CC(=O)N3CCCCCC3)C2=O)c2ccccc21
  MsrA inh: 1.7

The list continues.
MsrA inh,molecule
-0.3,COc1ccc(OC)c(CN(CC(F)(F)F)S(=O)(=O)c2ccccc2Br)c1
-1.1,CCNC(=O)N1CCN(c2ccc(N3CCN(Cc4ccccc4)[C@H](C)C3)c(C)c2)[C@H](C)C1
0.7,COc1ccc(-c2c(C(=O)c3ccc(Br)cc3)[nH]c(N)c2C(=O)NCCc2c[nH]c3ccccc23)cc1OC
-0.1,CCc1cc2c(nc1CC)CCCN2S(=O)(=O)c1ccc(C(F)(F)F)cc1
0.1,CC(C)n1nnnc1SCC(=O)Nc1ccc2c(c1)OCCO2
-0.8,COc1ccc(N2C(=O)c3n[nH]c(C(C)C)c3C2c2ccccc2)cc1 (configuration not stated)
-0.7,COC(=O)C1=C(C)N(Cc2cccc(C(F)(F)F)c2)C(=NCc2ccc(OC)cc2)NC1c1ccc(Cl)cc1 (configuration not stated)
-0.3,C(=N\Nc1nc(Nc2ccccc2)nc(N2CCCCC2)n1)/c1ccco1
0.2,COc1ccccc1CCn1cnc(-c2ccccc2OC)c1CC(C)C
0.6,Nc1[nH]c(C(=O)c2ccc(Br)cc2)c(-c2ccccc2Br)c1C(=O)NCCc1c[nH]c2ccccc12
1.7,Cc1cc(-c2cc(NC(=O)Cc3c(C)[nH]c4ccccc34)ccc2Nc2cccnc2)ccc1F
-0.5,Cc1ccc2c(NC(=O)C3CC3)c(C)ccc2n1
0.5,CO[C@@H]1[C@H](O)CC[C@]2(O)CN(c3ccc(F)cc3)[C@](C)([C@H](O)CC=C(C)C)[C@@H]12
-0.5,COC(=O)c1cccc2c([N+](=O)[O-])c(NC(C)=O)cc(C(=O)OC)c12
-1.1,CCOC(=O)N1CCN(c2nc(N(c3ccccc3)c3ccccc3)nc(-n3ccnc3)n2)CC1
-0.4,O=C(CCn1c(=S)[nH]c2cc3c(cc2c1=O)OCO3)N1CCc2ccccc2C1
-0.2,Cc1cccc(Cl)c1NC(=O)N(C)c1ccccc1
-0.8,CC(C)C[C@H]1COc2ccc(Cl)cc2S(=O)(=O)N1C[C@H](NC(=O)OC(C)(C)C)C(C)C
0.9,CN[C@H]1C[C@H]2c3[nH]c4c(-c5ccccc5)cccc4c3CCN2C(=O)[C@H]1[C@H](C)O
-0.3,C[C@@H]1C=CCCO[C@]12C(=O)Nc1ccccc12
-1.5,COC(=O)C1=C(C)N(Cc2ccc(C(F)(F)F)cc2)C(=NCc2ccccc2C(F)(F)F)NC1c1ccc(C(F)(F)F)cc1 (configuration not stated)
1.0,Nc1nc2c(ncn2[C@@H]2O[C@H](C(=O)N[C@H](Cc3ccccc3)C(=O)NC3CCCCC3)[C@@H](O)[C@H]2O)c(=O)[nH]1
1.4,C[C@@H]1CNC(=O)c2c(C(=O)N(C)Cc3ccccc3)ncn21
-0.2,CCCc1c(-c2ccc(OC)cc2)ncn1CCc1ccccc1OC
0.3,O=c1[nH]c(SCc2ccc(Cl)cc2)nc2ccsc12

Additional entries.
MsrA inh,molecule
0.3,CCn1cc(C(=O)Nc2ccc(Oc3cccnc3)cc2)c2ccccc21
0.2,COC(=O)C1=C(C)N(Cc2ccc(C(F)(F)F)cc2)C(=NCc2ccccc2C(F)(F)F)NC1c1cccc(Cl)c1 (configuration not stated)
3.6,NC(=O)c1ncn([C@@H]2O[C@H](C(=O)N[C@H](Cc3c[nH]c4ccccc34)C(=O)N3CCN(C(=O)C4CC4)CC3)[C@@H](O)[C@H]2O)n1
0.1,Cc1cc(N=Cc2c(O)n(-c3ccc(C)c(C)c3)c(=O)c3ccccc23)no1
-0.5,O=C(NCCN1CCC(n2c(=O)[nH]c3cc(Cl)ccc32)CC1)c1ccc(F)cc1
0.2,Cc1nc(NC(=O)C(C)(C)C)sc1[N+](=O)[O-]
1.6,O=C1C(=Cc2cccs2)CCc2ccccc21
